Assay outcomes: PubChem BioAssay, National Center for Advancing Translational Sciences (NCATS)
KCNH2 3.1 block – qHTS for Inhibitors of KCHN2 3.1: Mutant qHTS | Potassium voltage-gated channel subfamily H member 2, brain isoform KCNH2 3.1 (human) | U2OS KCNH2 3.1, thallium flux FluxOr; hits give low values | activity change, % (tested at about 1.8 µM) | 340,000 tested, 0.95% active;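 active means maximum activity change below -70%; inconclusive means maximum activity change from -70% to -50%; inactive means maximum activity change above -50%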;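 further: thallium influx rate constant from kinetic fluorescence after stimulation buffer; on the % scale 0 is the no-effect control and ±100 the full control effect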
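Steps: virus added to U2OS suspension (4 h, RT, dark); medium with 10% FBS added, cells plated, 37 C overnight; FluxOr/Red40 loading buffer 45 min RT; stimulation buffer, 2 min kinetic read; rate constant normalized.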
TRPV1 agonist – HTS Assay for Compounds that Act as Agonists of the Vanilloid Receptor 1; Transient receptor potential cation channel subfamily V member 1 (Homo sapiens), Q8NER1; TRPV1-expressing cells, Fluo-8 calcium influx, agonist mode; activation, % at 8.33 µM; 320,000 tested, 0.19% active; AID 540275, 2011; in the data active means activation above about 80%; inconclusive means between about 30% and that limit; further: 0% is about no effect
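TRPV1-expressing cells were cultured overnight at 35.5C and loaded with Fluo-8 calcium dye for 40 to 90 min at room temperature. After a 10 s baseline, compound was added and calcium influx was read kinetically for 3 min (ex 480/em 520 nm).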
USP2a block – qHTS Assay for Inhibitors of Ubiquitin-specific Protease USP2a Using CHOP2 as the Reporter. Ubiquitin carboxyl-terminal hydrolase 2 (Homo sapiens), O75604. USP2 core, Ub-CHOP2 coupled fluorogenic reporter, 485/531. Potency, µM (series often up to 38.3 µM), for the others: at the highest dose activity change, negative = inhibition, actives largely listed as inhibitors. 330,000 tested, 0.01% active;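 further: potency means the concentration at half of the fitted maximal effect; plate controls were DMSO wells for no effect and full inhibition by NEM control for full effect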
Target sequence (O75604 whole entry, looked up): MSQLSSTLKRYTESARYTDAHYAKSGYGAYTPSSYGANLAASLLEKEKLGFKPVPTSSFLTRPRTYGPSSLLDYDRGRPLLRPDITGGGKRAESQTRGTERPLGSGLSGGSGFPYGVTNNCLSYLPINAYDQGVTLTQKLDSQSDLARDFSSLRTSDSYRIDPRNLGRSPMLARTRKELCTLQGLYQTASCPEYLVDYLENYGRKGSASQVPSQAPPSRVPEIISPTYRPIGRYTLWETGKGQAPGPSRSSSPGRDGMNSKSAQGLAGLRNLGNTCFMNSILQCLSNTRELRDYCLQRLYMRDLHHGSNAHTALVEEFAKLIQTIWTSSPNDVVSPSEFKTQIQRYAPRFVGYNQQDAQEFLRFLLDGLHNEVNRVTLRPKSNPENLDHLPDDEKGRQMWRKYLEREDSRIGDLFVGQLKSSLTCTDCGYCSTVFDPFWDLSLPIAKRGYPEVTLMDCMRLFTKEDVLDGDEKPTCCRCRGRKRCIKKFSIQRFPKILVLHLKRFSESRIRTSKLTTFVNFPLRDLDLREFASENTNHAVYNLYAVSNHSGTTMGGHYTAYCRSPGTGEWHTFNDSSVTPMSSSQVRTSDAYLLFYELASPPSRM
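Deubiquitinase activity read as fluorescence (485/531 nm) after Ub-CHOP2 cleavage activates the enterokinase reporter on its substrate; USP2 core 10nM, Ub-CHOP2 and substrate 25nM each, 30min compound preincubation then 60min RT; data normalized to NEM, curves fitted.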
ELG1 DNA repair – qHTS screen for small molecules that inhibit ELG1-dependent DNA repair in human embryonic kidney (HEK293T) cells expressing luciferase-tagged ELG1; HEK293T ELG1-luciferase reporter, luminescence, 16 h; DNA damage induced by 5-fluorouridine; Potency, µM (titrated, usually from 46.1 µM), for inactives: top-dose activity change, negative = inhibition, hits mostly inhibitors; 330,000 tested, 2.3% active; AID 504467, 2011; further: potency means the concentration at half of the fitted maximal effect; on the % scale 0 is the no-effect control and ±100 the full control effect; nearly all actives have a fitted effect of over 55% in size
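In this reporter screen, reduction of luminescence relative to DMSO vehicle indicated activity. Compounds and 5-fluorouridine were added together to 2,000 cells per well, incubated for 16 hr at 37 °C, then developed with ONE-Glo.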
TCR act – Activators of T cell receptors: qHTS campaign; Potency, µM (top dose mostly 9.22 µM), without a hit: at the highest dose activation of IL-2 secretion, usual class: activators; 330,000 tested, under 10 active; primary human leukocytes, anti-CD3, IL-2 HTRF, 48 h; further: % of control where 0% means no effect
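Primary human leukocytes incubated 48 hr with anti-CD3 beads plus compound, without co-stimulation. Secreted IL-2 measured by HTRF (europium cryptate/d2 anti-IL-2 pair, 320 nm excitation, 665 nm emission).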
KCNH2 WT inh – qHTS for Inhibitors of KCHN2 3.1: Wildtype qHTS. AID 720551, 2013. activity change, % at 1.84 µM. 340,000 tested, 0.37% active. U2OS, BacMam KCNH2, thallium flux FluxOr; hits give low values;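 active means maximum activity change below -70%; inconclusive means maximum activity change between -70% and -50%; inactive means maximum activity change above -50%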; further: on the % scale 0 is the no-effect control and ±100 the full control effect
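U2OS cells were transduced with wild-type KCNH2 virus (2.03 x 10^8 / mL) for 4 h at room temperature, then cultured overnight at 37 C. Thallium flux was read with FluxOr dye. Rate constants were normalized to DMSO controls.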
A-T KAP1 phos – qHTS Assay for Identifying a Potential Treatment of Ataxia-Telangiectasia; […] A-T fibroblasts, KAP-1 phosphorylation AlphaLISA; neocarzinostatin DNA damage 30 min before lysis; Potency, µM (titrated, usually from 57.5 µM), for inactives: at the top dose activation, usual class: activators; 320,000 tested, 0.19% active; further: potency means the concentration at half of the fitted maximal effect; % of control where 0% means no effect; nearly all actives have a fitted effect of over 45% in size
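ATM-like activity read as KAP-1 phosphorylation via AlphaLISA donor/acceptor antibody pairs after lysis and 6 hr at 25C. Cells were ATM-null patient fibroblasts ([…], hTERT), dosed 60 min, then exposed to the DSB inducer NCS for 30 min.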
TSHR antag – Antagonists of the Thyroid Stimulating Hormone Receptor: HTS campaign; activity change, negative = inhibition, % at 11.5 µM; Thyrotropin receptor (Homo sapiens), P16473; TSHR-expressing cells, TSH-stimulated cAMP HTRF, 2 h; hits give low values; 330,000 tested, 0.2% active;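 active means activity change below a set negative limit, meaning inhibition stronger than a set level, cut at about -70% in these data; inconclusive means activity change between two set negative limits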; further: on the % scale 0 is the no-effect control and ±100 the full control effect
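Read-out is FRET at 665 nm (cryptate excitation 337 nm) from a cryptate-tagged anti-cAMP antibody, competed by cell cAMP against cAMP-d2. Compounds are tested on freshly harvested TSHR cells challenged with 4nM TSH (EC80) for 2 hours at 37 deg C.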
Mito fusion yeast – qHTS Assay for Small Molecule Inhibitors of Mitochondrial Division or Activators of Mitochondrial Fusion; S. cerevisiae fusion-defective mutant growth rescue, CellTiterGlo 48 h; Potency, µM (series often up to 46.1 µM), inactives show top-dose growth rescue (activation), hits mostly activators; 320,000 tested, 0.23% active;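 further: potency means the concentration at half of the fitted maximal effect; % of control where 0% means no effect; nearly all actives have a fitted effect of over 45% in size; temperature-sensitive fusion mutants such as fzo1-1 at 37 °C on non-fermentable ethanol glycerol medium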
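Read-out: ATP-based luminescence (CellTiterGlo, 10 min ambient) reporting growth of fusion-defective ts yeast after 48 hours at 37C on glycerol/ethanol YPEG medium in the presence of compound.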
Eya2 phos inh – qHTS Assay for Inhibitors of the Phosphatase Activity of Eya2 | Protein phosphatase EYA2 (Homo sapiens), O00167 | recombinant Eya2, OMFP fluorescence dephosphorylation (OMFP is methylfluorescein phosphate) | Potency, µM (series often up to 76.9 µM), without a hit: at the highest dose activity, negative = inhibition, hits mostly inhibitors | 330,000 tested, 0.006% active; further: potency means the concentration at half of the fitted maximal effect; on the % scale 0 is the no-effect control and ±100 the full control effect
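Eya2 protein (added as 0.2 uM solution) was preincubated with compound for 10 min at ambient temperature in 50 mM HEPES pH 7.5, 50 mM NaCl, 5 uM MgCl2, 0.05% BSA, 1 mM DTT. OMFP (added at 50 uM) then reacted 10 min; fluorescence read at 485/525 nm.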
* = called active by the depositor; ? = inconclusive; · = not tested or not shown; & = joins results of further samples; [ ] = another dose, or the depositor's remark. Unless noted, the call rests on the fitted dose curve; in most records, active means well fitted curve in the direction sought with a large enough effect; inconclusive means small, poorly fitted or top-dose-only effect, or another doubt; inactive means no such curve, though single readings can be large; an effect the other way counts as inactive or inconclusive.

canonical_smiles | KCNH2 3.1 block | TRPV1 agonist | USP2a block | ELG1 DNA repair | TCR act | KCNH2 WT inh | A-T KAP1 phos | TSHR antag | Mito fusion yeast | Eya2 phos inh
CCC(=O)OC(Cc1ccccc1)(c1ccccc1)[C@H](C)CN(C)C (some centres undefined) | 9 | · | 2% | -1% | 2% | -6 | 4% | 9 | · | -16%
O=C1NC(=O)N(c2ccccc2)C(=O)/C1=C\C=C\c1ccccc1 | 11 | -3 | 1% | ? | -12% | 18 | 2% | 3 | 0% | 0%
COc1cc2c(cc1OC)C(C(=O)NC(C)C)C1CCCCN1C2=O (centres undefined) | 18 | -1 | 0% | 0% | 2% | -6 | 19% | 11 | -13% | 6%
O=C1NC(=O)C(CCc2ccncc2)(c2ccccc2)C(=O)N1 | -2 | 2 | 3% | 2% | -11% | 3 | 4% | -3 | -2% | 1%
Cc1cccc(N2CCc3c2nc2ccccc2c3N)c1 | -18&2 | 14&-2 | 2%&-1% | ? | -6%&-3% | 13&26 | 15%&9% | 14&4 | 7%&0% | -2%&-27%
Cc1ccc(C2(O)CN3CCC2CC3)cc1 (centres undefined) | 10 | 6 | 2% | 1% | 0% | 4 | 2% | 13 | 1% | -6%
OC(CNCCc1c[nH]c2ccccc12)c1ccccc1 (centres undefined) | -21 | -2 | 2% | 4% | -5% | 5 | -1% | 4 | -6% | 13%
O=C(c1ccc2c(c1)ncn2C1CCCCCC1)N1CCC2(CC1)OCCO2 | -5 | 1 | 0% | -12% | -1% | -26 | -4% | -2 | 1% | 8%
CN1CCN(c2cc(N3CCCCCC3)c(F)cc2[N+](=O)[O-])CC1 | 1 | 6 | -1% | -3% | -1%[46.1 µM] | 19 | -3% | 5 | -6% | -10%
CCCCn1c(O)c(C=NC2CCCCC2N)c(=O)[nH]c1=O (centres undefined) | -8 | 0 | 2% | -2% | -2% | 18 | -2% | 12 | -6% | 16%
O=c1[nH]c(O)c(N=Nc2cccc(S(=O)(=O)N3CCOCC3)c2)c(=O)[nH]1 | 13 | 0 | -1% | -13% | -3% | · | 0% | -8 | 15% | -8%
Cc1cc(C)c(N=Cc2c(O)[nH]c(=O)[nH]c2=O)c(C)c1 | -3 | -6 | 0% | -3% | -1% | 2 | -3% | 2 | 2% | 7%
OCCNc1c2c(nc3ccccc13)CCCC2 | 55 | -3 | -4% | -19% | -8% | 4 | 5% | -9 | 1% | -6%
O=C1C2CCN(CC2)C1Cc1ccc(OCCOc2ccccc2)cc1 (centres undefined) | -20 | 30 | -7% | 3% | 0% | 22 | 6% | -1 | -9% | 8%
C[C@H]1CC[C@@H]2[C@@H](C)[C@H]3[C@H](C[C@H]4[C@@H]5CC=C6C[C@@H](O[C@@H]7O[C@H](CO)[C@H](O)[C@H](O[C@@H]8O[C@H](CO)[C@@H](O)[C@H](O)[C@H]8O)[C@H]7O[C@@H]7O[C@@H](C)[C@H](O)[C@@H](O)[C@H]7O)CC[C@]6(C)[C@H]5CC[C@]34C)N2C1 | -6 | -1 | 2% | ? | -2% | -3 | -9% | 5 | -2% | 4%
COCCN1Cc2cc(=O)n3c([nH]c4ccccc43)c2C1=N | 10 | 2 | 7% | ? | 3% | 8 | 10% | -5 | 4% | -9%
CCOP(=O)(OCC)C(NS(=O)(=O)c1ccccc1)C(Cl)(Cl)Cl (centres undefined) | 7 | 2 | 0% | ? | 3% | -3 | 2% | -8 | 4% | -1%
O=C1NC(=S)NC(=O)C1=Cc1cccc2cc3ccccc3cc12 | -1 | 0 | 3% | ? | 10% | -2 | -18% | 3 | 1% | 8%
Cn1c(O)c(C(=O)c2ccccc2F)c(=O)n(C)c1=O | 5 | 0 | 7% | -4% | -3% | -10 | -2% | 16 | -2% | 1%
N[C@@H](Cc1ccc(N(CCCl)CCCl)cc1)C(=O)O | -3 | 0 | 1% | 9% | -2% | -3 | -8% | 9 | -1% | 10%
COC(=O)C1=C(c2ccc(F)cc2OCc2ccccc2)C[C@@H]2CC[C@H]1N2C(=O)N1CCC(O)(c2ccc(Cl)cc2)CC1 | -20 | · | -12% | ? | -4% | -9 | 5% | -1 | · | -1%
COc1cccc(N2C(=O)NC(=O)C3(Cc4cc(C)ccc4N(C)C3)C2=O)c1 (centres undefined) | -4 | -2 | 2% | 2% | -12% | 3 | 0% | -7 | 4% | 12%
CCCNS(=O)(=O)c1ccc(OCC(=O)N2CCN(Cc3ccccc3)CC2)cc1 | -17 | -4 | -1% | ? | 3% | -5 | -6% | -2 | -8% | -23%
Cc1ccc(-c2nc3ccccc3c(=O)n2-c2nccs2)cc1 | 8 | 28 | 0% | -9% | 6% | -8 | 4% | 1 | -1% | 14%
CC(C)(C)c1o[nH]c(=O)c1CC(N)C(=O)O (centres undefined) | 1 | 4 | 5% | ? | -8% | 0 | 16% | 21&0 | 1%&0% | -3%&20%
Cc1cc(C=C2C(=O)NC(=S)NC2=O)c(C)n1-c1ccc2c(c1)OCO2 | 8 | -4 | -4% | -21% | 1%[46.1 µM] | -5 | 5% | 2 | -7% | -33%
COc1ccc(CCn2c(O)c(C=NCCCO)c(=O)[nH]c2=O)cc1OC | -2 | 3 | 2% | -10% | -5% | -13 | 4% | 35 | 0% | -10%
O=Cc1cn(Cc2ccc([N+](=O)[O-])cc2)c2ccccc12 | 0 | -5 | -6% | -12% | -6%[46.1 µM] | 27 | 5% | 28 | 19% | 4%
Cc1cc(=O)oc2c(C)c(OCC(=O)N3C[C@H]4C[C@@H](C3)c3cccc(=O)n3C4)ccc12 | 4 | -1 | 0% | 12% | 4% | 0 | -13% | 5 | 1% | 8%
OCC#CC[N+]1(CC#Cc2ccccc2)CCCC1 | 14 | 1 | 1% | 5% | -3% | -3 | 10% | 15 | 0% | -5%
C=CCn1c(O)c(C(CC)=NCc2ccco2)c(=O)[nH]c1=O | -12 | 1 | -1% | ? | 1% | 4 | 8% | -1 | -3% | 11%
COc1ccc(CN2C(=O)NC(=O)/C(=C/c3ccc(OC)c(OC)c3OC)C2=O)cc1 | -6 | -8 | 0% | ? | -1% | 10 | -13% | 13 | -6% | 7%
CN1CC(C(=O)c2cccc(C(F)(F)F)c2)C(c2ccc(Cl)cc2)C1 (centres undefined) | -1 | -8 | 2% | -1% | 9% | 14 | 9% | -26 | -49%[inhibitor] | -10%
CCC1(CCCC(=O)c2ccc(F)cc2)C(=O)NC(=S)NC1=O | 0 | -1 | -1% | 10% | 2%[46.1 µM] | -31 | 7% | -12 | -1% | 6%
C[C@H](NC(=O)CCC(=O)N1C[C@H]2C[C@H](C1)c1cccc(=O)n1C2)c1ccccc1 | 1 | -3 | 0% | 5% | 0% | -7 | 1% | 19 | -1% | 2%
COc1ccc(CCNCc2ccccc2)cc1 | 3 | -6 | -1% | 17% | -10% | 0 | ? | 23 | -13% | 9%
O=C(N/N=C/c1c(O)n(Cc2ccccc2)c(=O)[nH]c1=O)c1ccccc1 | 7 | 3 | 7% | 18% | 4%[46.1 µM] | -6 | 3% | -14 | -1% | -6%
Cc1ccc(Oc2cc(NN3CCCCC3)c([N+](=O)[O-])cc2[N+](=O)[O-])c([N+](=O)[O-])c1 | -15 | 4 | 3% | -19% | 0% | 2 | -9% | 1 | -4% | -2%
Cc1ccc2c(c1)[C@H]1[C@H](CO2)[C@H](c2ccccc2)[C@]2(C)C(=O)N(CC3CCCO3)CC(=O)N12 (some centres undefined) | -50 | · | 2% | ? | 1% | 7 | 0% | 2 | · | 10%
CC12CN3CC(C)(CN(C1)C3c1cccs1)C2O (centres undefined) | -10 | -1 | 2% | 0% | -4% | 2 | -2% | 6 | 0% | -13%

Some of the compounds tested. The share of hits here may be higher or lower than overall.
